RTF Ca sens act = cardiac RTF calcium sensitization | P19429+P45379 | IANBD-labeled TnC RTF fluorescence at EC20 calcium; 0% EC20 calcium, 100% full calcium | activation, % at 7.2 µM | 340,000 tested, 0.24% active | AID 493008;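 active means activation above the mean over all tested compounds plus 3 SD, cut at about 30% in these data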;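 further: rise in fluorescence read as greater calcium sensitivity of cardiac thin filaments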
SR-BI DiI-HDL act = enhances SR-BI lipid uptake from DiI-HDL; 320,000 tested, 0.096% active; CHO ldlA[mSR-BI] cells, DiI-HDL uptake fluorescence, 3 h; 100 = double the neutral-control signal; activation, % at 12.5 µM;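 active means mean replicate activation of at least 60% and every replicate at or above 60%; inconclusive means mean or all-replicate condition met, but not both; inactive means mean below 60% and not all replicates reaching 60%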;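 further: 0% = median plate neutral-control signal and 100% = twice that signal; values of inactives mirror those of a sister screen read the other way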
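System: CHO ldlA[mSR-BI] cells / Medium: HEPES-buffered (25 mM, pH 7.4) F12 plus 0.5% BSA / Probe or stimulus: labelled HDL, 10 µg/mL / Doses: single compound concentration, delivered by pin transfer / Schedule: 3 h, 37 °C / Measured by: DiI fluorescence, bottom read / Measure: cell-associated DiI fluorescence as measure of HDL uptake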
dFosB act = activators of mouse delta FosB homodimer | purified delta FosB, TAMRA-CDK5 oligo fluorescence polarization; percent of positive-control signal above neutral wells | activation, % at 25 µM | 340,000 tested, 0.99% active | AID 493131;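 active means mean activation above about 17%, with every replicate also reaching it, limit read from the data, passing the limit was not always enough; inconclusive means only one of the two conditions met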;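 further: fluorescence polarization rise as delta FosB binds a TAMRA Cdk5 AP-1 oligo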
CDK5 inh = CDK5/p35 (human) kinase inhibition | Recombinant CDK5/p35, ADP-Glo luminescence, 60 min | Q00535+Q15078 | 330,000 tested, 0.01% active | inhibition, % at 10 µM;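 active means highest replicate inhibition of at least 50% and at least 75% of replicates reaching 50%; inconclusive means only one of the two criteria met; inactive means both criteria failed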;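 further: plate controls were DMSO neutral control for no effect and GW8510 at 10 µM for full effect; many of its hits are not listed in these tables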
Target sequence (Q00535 whole entry, looked up): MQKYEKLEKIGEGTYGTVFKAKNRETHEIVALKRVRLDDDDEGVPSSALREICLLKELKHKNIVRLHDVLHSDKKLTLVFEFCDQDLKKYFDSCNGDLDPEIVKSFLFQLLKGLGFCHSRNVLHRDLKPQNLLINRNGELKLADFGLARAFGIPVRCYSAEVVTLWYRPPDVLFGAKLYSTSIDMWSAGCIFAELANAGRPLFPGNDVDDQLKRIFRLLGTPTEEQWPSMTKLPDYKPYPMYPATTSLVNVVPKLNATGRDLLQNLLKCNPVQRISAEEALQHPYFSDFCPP
Target sequence (Q15078 whole entry, looked up): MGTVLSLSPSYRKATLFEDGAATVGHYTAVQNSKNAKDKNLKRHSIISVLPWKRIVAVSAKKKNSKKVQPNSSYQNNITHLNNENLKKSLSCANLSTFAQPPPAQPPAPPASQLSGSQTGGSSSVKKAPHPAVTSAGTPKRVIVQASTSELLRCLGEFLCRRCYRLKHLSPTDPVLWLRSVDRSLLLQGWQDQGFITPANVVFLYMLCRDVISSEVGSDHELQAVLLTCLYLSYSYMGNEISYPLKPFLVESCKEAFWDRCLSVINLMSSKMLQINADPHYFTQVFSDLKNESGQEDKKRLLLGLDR
PvdQ inh = blocks Pseudomonas aeruginosa PvdQ acylase activity; purified PvdQ acylase, fluorescence plate reader; inhibition, % at 10 µM; 340,000 tested, 0.063% active; in the data active means inhibition above about 30%, passing the limit was not always enough; inconclusive means no clear call, values can overlap the other calls;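 further: 0% = vehicle neutral wells and 100% = reference inhibitor wells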
Rtt109 HAT inh = C. albicans Rtt109 histone acetyltransferase inhibition; Q5AAJ8; purified Rtt109/Vps75, ThioGlo CoA-SH fluorescence, 4 h; inhibition, % at 34.9 µM; 330,000 tested, 0.16% active;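 active means inhibition of at least 50% in every replicate; inconclusive means best replicate reaches 50% inhibition but some replicates fall short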
MITF act = MITF TRPM1 promoter activation in melanoma cells; SK-MEL-5 TRPM1-promoter luciferase, 24 h; % of positive control, neutral wells = 0; activation, % at 12.5 µM; 300,000 tested, 0.75% active;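 active means mean activation of at least 80% with every replicate also reaching 80%; inconclusive means mean reaches 80% but some replicate falls short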;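 further: 0% = neutral control wells and 100% = parthenolide positive control wells; values of inactives mirror those of a sister screen read the other way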
Wnt bcat act = activates Wnt/beta-catenin signaling in a reporter cell assay. 300,000 tested, 1.2% active. activator, plate reader. AID 743398. activation, % at 9.35 µM; in the data active means activation above about 30%, passing the limit was not always enough; inconclusive means no clear call, values can overlap the other calls;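 further: 0% = neutral control wells and 100% = positive control wells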
SR-BI DiI inh = blocks mouse SR-BI lipid uptake from DiI-HDL | AID 488896 | inhibition, % at 12.5 µM | ldlA[mSR-BI] CHO cells, DiI-HDL uptake fluorescence, 3 h | Q61009 | 320,000 tested, 0.96% active;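 active means mean replicate inhibition of at least 70% and a set share of replicates each scoring 70 or more; inconclusive means meets just one of the two criteria; inactive means fails both criteria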;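 further: 0% = median of neutral control wells and 100% = median of positive control wells; values of inactives mirror those of a sister screen read the other way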
Target sequence (Q61009 whole entry, looked up): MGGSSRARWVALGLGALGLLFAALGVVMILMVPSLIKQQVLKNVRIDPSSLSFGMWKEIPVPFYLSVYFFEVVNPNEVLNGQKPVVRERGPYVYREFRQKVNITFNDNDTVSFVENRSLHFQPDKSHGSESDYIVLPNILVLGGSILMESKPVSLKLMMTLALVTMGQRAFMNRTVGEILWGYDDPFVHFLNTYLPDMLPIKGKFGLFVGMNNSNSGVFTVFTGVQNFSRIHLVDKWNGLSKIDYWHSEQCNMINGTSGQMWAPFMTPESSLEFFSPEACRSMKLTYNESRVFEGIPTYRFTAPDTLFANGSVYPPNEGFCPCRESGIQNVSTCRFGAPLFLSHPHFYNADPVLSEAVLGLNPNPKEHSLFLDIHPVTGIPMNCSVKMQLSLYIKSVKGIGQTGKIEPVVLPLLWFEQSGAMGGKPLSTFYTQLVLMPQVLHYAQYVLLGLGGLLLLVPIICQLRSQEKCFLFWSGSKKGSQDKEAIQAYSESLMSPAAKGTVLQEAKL
HTR5A ag ctr = activates human HTR5A in OPRM1-OPRD1 agonist counter-screen | activation, % at 9.3 µM | HTR5A agonist assay, luminescence, cell-based | P47898 | AID 504692 | 340,000 tested, 0.61% active; in the data active means activation mostly above about 9.5%, no sharp cut-off; inactive means mostly below about 7.6%;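 further: 0% = cells with vehicle only and 100% = reference agonist; strong numbers were not always called active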
* = called active by the depositor; ? = inconclusive; . = no result given; & = joins results of further samples.

SMILES | RTF Ca sens act | SR-BI DiI-HDL act | dFosB act | CDK5 inh | PvdQ inh | Rtt109 HAT inh | MITF act | Wnt bcat act | SR-BI DiI inh | HTR5A ag ctr
COc1ccc(COc2cccc(C=O)c2)cc1 | 7 | 27 | -9 | -5.9 | 24 | -3 | 7 | 20 | -27 | -9
O=S(=O)(NCCN1CCCC1)c1ccc(Cl)cc1 | -2 | -7 | 3 | -1.2 | -8 | -4 | -13 | -3 | 7 | -3
Cc1ccc(NC(=S)N(CCN(C)C)C(C)c2cccnc2)c(C)c1 (configuration not stated) | -6 | -5 | 2 | 2.6 | -18 | -14 | 0 | -1 | 5 | 1
COc1ccccc1-c1nnc(SC(C)C(=O)Nc2ccc(C(N)=O)cc2)o1 (configuration not stated) | -9 | 17 | -1 | -1.4 | -7 | 1 | -7 | 1 | -17 | -3
CCOC(=O)C(=CNc1ncccc1C)C(=O)OCC | 5 | -3 | -13 | 2.0 | -3 | -11 | -5 | . | 3 | 14
Cc1cc(C)c2c(c1)OC(=O)CC2c1ccc2c(c1)OCO2 (configuration not stated) | -1 | -13 | -5 | 1.7 | 1 | 2 | 1 | -2 | 13 | 1
Cc1cc(=O)n2cccc(O)c2n1 | -1 | -6 | 9 | 0.1 | 6 | -5 | 8 | 2 | 6 | -3
CC(/C=C\c1cccnc1)=C/C(=O)O | 4&7 | 21 | -5&0 | 0.4&0.3 | -2&-3 | 0&-42 | -3&-7 | . | -21&-61 | -2&7
O=C(Cc1cc(=O)[nH][nH]1)N/N=C/c1c(Cl)cccc1Cl | 11&-3 | 3&33 | -1&-5 | 0.8&2.5 | 3&9 | -3&-4 | 3&-1 | -1 | -3&-33 | 2&3
CC1=C(C(=O)OC(C)C)C(c2ccco2)NC(=O)N1 (configuration not stated) | 2 | 32 | 3 | 0.8 | -2 | 1 | 15 | . | -32 | -7
CCOc1c(C#N)c(C#N)c2nc(C)cc(C)n12 | 1 | -15 | -4 | 0.2 | -14 | -14 | 17 | . | 15 | 2
CC(NC(=O)CCc1c[nH]c2ccccc12)c1ccccc1 (configuration not stated) | -3 | -22 | 3 | 0.3 | -17 | 4 | -2 | -1 | 22 | -2

Quoted from the listing.
In SR-BI DiI inh, O=C(Cc1cc(=O)[nH][nH]1)N/N=C/c1c(Cl)cccc1Cl is listed with -3&-33
In RTF Ca sens act, Cc1ccc(NC(=S)N(CCN(C)C)C(C)c2cccnc2)c(C)c1 (configuration not stated) is listed with -6

Carrying on.
SMILES | RTF Ca sens act | SR-BI DiI-HDL act | dFosB act | CDK5 inh | PvdQ inh | Rtt109 HAT inh | MITF act | Wnt bcat act | SR-BI DiI inh | HTR5A ag ctr
CCOc1ccc(Nc2nc(Cc3nnc(SCC(=O)N(CC)CC)n3C)cs2)cc1 | 3 | 6 | -4 | -0.9 | 2 | 6 | . | -2 | -6 | 2
O=C(OCC(=O)N1CCN(C(=O)c2ccco2)CC1)c1sc2cc(F)ccc2c1Cl | 2 | -12 | -7 | -1.2 | 0 | -6 | 4 | -3 | 12 | -1
CCOC(=O)c1ccccc1NC(=O)c1ccc2nc[nH]c2c1 | -4 | -9 | -38 | 1.3 | -3 | -9 | 10 | 12 | 9 | 0
CC(=O)Oc1c(C(=O)c2nnc(C)o2)c(=O)n(C)c2ccccc12 | 2 | 22 | 0 | 1.8 | -13 | -2 | -13 | . | -22 | -4
O=C(Nc1nccs1)C1CCN(S(=O)(=O)c2cccnc2)CC1 | 1 | -2 | -3 | 0.0 | -1 | 2 | . | -3 | 2 | 8
COC(=O)c1ccc(-c2nc3cc(N)ccc3o2)cc1 | 0 | . | -2 | 2.2 | -7 | -2 | -23 | . | . | -2
O=C(CCc1ccccc1)N1CCN(CCO)CC1 | 10 | 4 | 5 | 1.5 | 13 | 10 | -4 | -2 | -4 | 0
CS(=O)(=O)N1CCN(c2ccccc2NC(=S)NC(=O)c2ccco2)CC1 | -4 | -37 | -13 | -0.4 | -11 | -4 | -6 | -2 | 37 | -1
COc1ccc(NC(=O)CCCCCN2C(=O)CCC2=O)cc1Cl | -4 | 5 | -1 | -0.8 | -16 | 8 | 26 | . | -5 | 4
Cc1cc(C)nc(-n2ncc3c2CC(c2cccc(Cl)c2)CC3=O)n1 (configuration not stated) | 3 | -18 | -22 | -0.4 | -12 | -4 | -1 | 2 | 18 | 6
COc1ccc(CCNC(=O)c2cc3ccccc3oc2=O)cc1 | -1 | 16 | -10 | -0.2 | -13 | -5 | 10 | 9 | -16 | 7
O=C(O)CCC(=O)OCc1c(-c2ccccc2)ncc2ccccc12 | 1 | 14 | -7 | 0.0 | -15 | 1 | 4 | 0 | -14 | 1
CCOc1c(Br)cc(CNc2ccc(N3CCOCC3)cc2)cc1OC | 3 | -30 | -5 | 0.5 | -10 | 4 | 6 | 0 | 30 | 0
CCN(CC)c1ccc(NS(=O)(=O)c2ccc(-c3ccc(=O)[nH]n3)o2)c(C)c1 | -6 | -2 | -1 | -0.4 | 9 | 0 | -4 | -2 | 2 | -3
CCOc1cc(N2CCOCC2)c(OCC)cc1NC(=O)Cn1cnnn1 | -1 | -14 | -1 | 0.9 | -7 | 5 | 2 | 1 | 14 | -4
CCCCC(=O)/C=C/n1c(=S)oc2ccccc21 | 10 | 19 | -5 | -0.8 | -20 | -3 | -8 | 3 | -19 | -3
O=C1c2ccccc2C(O)N1c1ccc(Cl)cc1 (configuration not stated) | -1 | 12 | 3 | 0.5 | -15 | -2 | . | -1 | -12 | -1
Cc1ccc(S(=O)(=O)N(CCCO)Cc2cc3c(C)ccc(C)c3[nH]c2=O)cc1 | 2 | 14 | -13 | -3.3 | -11 | -7 | 3 | -2 | -14 | 3
ClCc1nc2ccccc2n1Cc1ccccc1 | 10 | 3 | -4 | -1.6 | -10 | -5 | . | -2 | -3 | -3
O=C(CCn1nnc2ccccc2c1=O)NCC1CCC(C(=O)O)CC1 (configuration not stated) | -3 | 9 | -8 | 1.0 | -7 | 3 | -6 | 0 | -9 | 1
Cc1ccc2c(c1)N(C(=O)CCC(=O)NC1CCCCCC1)CCO2 | 1 | 23 | -9 | -1.0 | -6 | -11 | -2 | -4 | -23 | 4
Cc1ccc2nc3c(cc(C(=O)NC4CCCCC4)c(=N)n3C3CCCCC3)c(=O)n2c1 | -5 | -39 | -3 | -0.9 | -19 | -219 | 11 | -5 | 39 | -1
CCOC(=O)C(=COC(=O)c1ccccc1)NC(=O)Cc1ccccc1 | 6 | 9 | 0 | 0.6 | -6 | -1 | 0 | -2 | -9 | 2
COc1cccc(-n2c(C)c3c(OC)cccc(=O)c3c2C)c1 | 1 | 3 | -11 | 1.2 | 14 | 25 | -10 | -2 | 13 | -1

12 entries already listed, ordered by formula weight, lowest first.
SMILES | RTF Ca sens act | SR-BI DiI-HDL act | dFosB act | CDK5 inh | PvdQ inh | Rtt109 HAT inh | MITF act | Wnt bcat act | SR-BI DiI inh | HTR5A ag ctr
O=C1c2ccccc2C(O)N1c1ccc(Cl)cc1 (configuration not stated) | -1 | 12 | 3 | 0.5 | -15 | -2 | . | -1 | -12 | -1
CC1=C(C(=O)OC(C)C)C(c2ccco2)NC(=O)N1 (configuration not stated) | 2 | 32 | 3 | 0.8 | -2 | 1 | 15 | . | -32 | -7
CCOC(=O)C(=CNc1ncccc1C)C(=O)OCC | 5 | -3 | -13 | 2.0 | -3 | -11 | -5 | . | 3 | 14
CCOC(=O)c1ccccc1NC(=O)c1ccc2nc[nH]c2c1 | -4 | -9 | -38 | 1.3 | -3 | -9 | 10 | 12 | 9 | 0
CC(=O)Oc1c(C(=O)c2nnc(C)o2)c(=O)n(C)c2ccccc12 | 2 | 22 | 0 | 1.8 | -13 | -2 | -13 | . | -22 | -4
Cc1ccc2c(c1)N(C(=O)CCC(=O)NC1CCCCCC1)CCO2 | 1 | 23 | -9 | -1.0 | -6 | -11 | -2 | -4 | -23 | 4
O=C(Nc1nccs1)C1CCN(S(=O)(=O)c2cccnc2)CC1 | 1 | -2 | -3 | 0.0 | -1 | 2 | . | -3 | 2 | 8
Cc1cc(C)nc(-n2ncc3c2CC(c2cccc(Cl)c2)CC3=O)n1 (configuration not stated) | 3 | -18 | -22 | -0.4 | -12 | -4 | -1 | 2 | 18 | 6
Cc1ccc(NC(=S)N(CCN(C)C)C(C)c2cccnc2)c(C)c1 (configuration not stated) | -6 | -5 | 2 | 2.6 | -18 | -14 | 0 | -1 | 5 | 1
O=C(CCn1nnc2ccccc2c1=O)NCC1CCC(C(=O)O)CC1 (configuration not stated) | -3 | 9 | -8 | 1.0 | -7 | 3 | -6 | 0 | -9 | 1
COc1ccccc1-c1nnc(SC(C)C(=O)Nc2ccc(C(N)=O)cc2)o1 (configuration not stated) | -9 | 17 | -1 | -1.4 | -7 | 1 | -7 | 1 | -17 | -3
Cc1ccc(S(=O)(=O)N(CCCO)Cc2cc3c(C)ccc(C)c3[nH]c2=O)cc1 | 2 | 14 | -13 | -3.3 | -11 | -7 | 3 | -2 | -14 | 3

Next structures follow:
SMILES | RTF Ca sens act | SR-BI DiI-HDL act | dFosB act | CDK5 inh | PvdQ inh | Rtt109 HAT inh | MITF act | Wnt bcat act | SR-BI DiI inh | HTR5A ag ctr
Cn1c(C(=O)Nc2ccc3c(c2)OCCO3)cc2sccc21 | 2 | -34 | 3 | 0.4 | 15 | 29 | 34 | -1 | 34 | 0
Cc1ccc(-n2nnnc2SCC(=O)c2cc(C)n(-c3cc(C)on3)c2C)c(C)c1 | -2 | 2 | 2 | -0.2 | -13 | . | 3 | -3 | -2 | 3
Cc1ccc(NC(=O)N2CCCC2C(=O)NCc2cccs2)cc1 (configuration not stated) | 1 | 0 | -1 | -2.0 | -8 | -3 | 5 | . | 0 | 3
CCN(CC(=O)Nc1cc(Cl)ccc1C)C(=O)CSCc1c(C)noc1C | 1 | 15 | -7 | -2.0 | 13 | 8 | -3 | -2 | -15 | 2
CC1CCC2(CC1)NC(=O)N(CC(=O)NCc1ccc(F)cc1)C2=O (configuration not stated) | 2 | 11 | 4 | 0.4 | 16 | 7 | 7 | -1 | -11 | 1
CCOC(=O)NC(=O)COC(=O)CNC(=O)c1ccc(OCC)c(OCC)c1 | -4 | 16 | -10 | 0.7 | -8 | 8 | -2 | 0 | -16 | 1
CNC(=O)C1CC(=O)N(CCCc2ccccc2)C(=Nc2ccccc2)S1 (configuration not stated) | 1 | 9 | -9 | -1.6 | 3 | -4 | . | -5 | -9 | 0
Cc1nnc(SCC(=O)NCc2ccccc2Cl)[nH]c1=O | -8 | 37 | 5 | -0.5 | -4 | . | -7 | 3 | -37 | -1
CCCS(=O)(=O)c1c(S(=O)(=O)CCC)c2c(N)cccn2c1C(=O)c1ccc(OC)cc1 | -3 | -11 | 3 | 1.4 | 7 | 4 | ? | -12 | 11 | 2
Cc1cc(CNC(=O)COc2ccccc2)c2ccccc2n1 | 5 | 4 | -13 | -0.2 | 4 | ? | -7 | 0 | -4 | 6

Assay outcomes from PubChem BioAssay.
